Bioassay records: PubChem, Broad Institute
NSD2 inh: inhibitors of human NSD2 methyltransferase | NSD2-SET H3K36me1 DELFIA fluorescence, biochemical | inhibition, % at 12.5 µM | O96028 | hit rate 0.07% among 44,000; in the data active means inhibition above about 54%, passing the limit was not always enough;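 further: inhibitors reduce the monomethyl H3K36 fluorescence signal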
Target sequence (O96028 whole entry, looked up): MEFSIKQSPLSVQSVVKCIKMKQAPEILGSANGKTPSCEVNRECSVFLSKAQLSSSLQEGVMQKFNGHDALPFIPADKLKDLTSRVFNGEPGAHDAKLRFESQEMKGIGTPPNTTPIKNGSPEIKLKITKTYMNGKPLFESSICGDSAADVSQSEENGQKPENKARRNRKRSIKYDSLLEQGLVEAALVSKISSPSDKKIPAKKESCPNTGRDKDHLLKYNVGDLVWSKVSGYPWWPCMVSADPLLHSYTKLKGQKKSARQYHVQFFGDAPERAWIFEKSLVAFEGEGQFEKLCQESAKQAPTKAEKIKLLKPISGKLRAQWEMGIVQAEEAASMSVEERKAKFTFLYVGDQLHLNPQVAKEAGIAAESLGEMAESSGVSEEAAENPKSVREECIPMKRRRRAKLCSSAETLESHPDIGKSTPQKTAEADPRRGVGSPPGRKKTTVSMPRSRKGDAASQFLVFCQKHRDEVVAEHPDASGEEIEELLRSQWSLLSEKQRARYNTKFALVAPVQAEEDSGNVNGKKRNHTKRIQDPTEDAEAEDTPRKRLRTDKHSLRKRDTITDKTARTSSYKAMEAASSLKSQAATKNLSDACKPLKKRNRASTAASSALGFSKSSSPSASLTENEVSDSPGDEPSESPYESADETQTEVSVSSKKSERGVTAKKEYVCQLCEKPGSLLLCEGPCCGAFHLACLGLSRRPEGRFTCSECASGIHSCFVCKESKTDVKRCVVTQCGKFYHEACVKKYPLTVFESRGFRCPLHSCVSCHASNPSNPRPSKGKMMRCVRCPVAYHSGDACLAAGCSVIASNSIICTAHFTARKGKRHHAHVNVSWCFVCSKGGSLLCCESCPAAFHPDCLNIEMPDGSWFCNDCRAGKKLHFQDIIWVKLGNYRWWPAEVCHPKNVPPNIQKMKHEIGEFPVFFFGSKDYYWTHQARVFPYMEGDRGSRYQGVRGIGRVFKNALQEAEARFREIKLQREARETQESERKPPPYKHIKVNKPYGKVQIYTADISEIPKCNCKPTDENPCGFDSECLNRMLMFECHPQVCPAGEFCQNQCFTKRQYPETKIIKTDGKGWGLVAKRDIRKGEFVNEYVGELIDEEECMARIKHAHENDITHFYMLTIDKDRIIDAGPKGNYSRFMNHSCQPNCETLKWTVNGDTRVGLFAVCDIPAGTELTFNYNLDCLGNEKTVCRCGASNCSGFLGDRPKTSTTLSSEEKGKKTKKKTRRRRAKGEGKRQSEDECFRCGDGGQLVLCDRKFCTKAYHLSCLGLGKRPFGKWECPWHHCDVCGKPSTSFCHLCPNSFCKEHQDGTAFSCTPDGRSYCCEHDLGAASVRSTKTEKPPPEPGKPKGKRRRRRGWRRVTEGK
Active calls of the source: *. Not all compounds are listed (hit frequency here may not be typical).

SMILES | NSD2 inh
C[C@H]1CN([C@@H](C)CO)C(=O)Cc2cc(NC(=O)Cc3cn(C)c4ccccc34)ccc2O[C@@H]1CN(C)S(=O)(=O)c1ccc(Cl)cc1 | -3
C[C@@H]1CN([C@H](C)CO)C(=O)Cc2cc(NC(=O)Cc3ccccc3)ccc2O[C@H]1CN(C)Cc1ccc(-c2ccccc2)cc1 | 3
C[C@H](CO)N1C[C@H](C)[C@H](CN(C)C)Oc2cc(-c3ccc(C#N)cc3)ccc2S1(=O)=O | 5
C[C@H](CO)N1C[C@H](C)[C@H](CN(C)C(=O)c2ccccc2)OCCCC[C@H](C)Oc2ccc(NS(=O)(=O)c3ccc(F)cc3)cc2C1=O | -6
CC(C)NC(=O)Nc1ccc2c(c1)CC(=O)N([C@@H](C)CO)C[C@H](C)[C@@H](CN(C)Cc1ccc(C(=O)O)cc1)O2 | 2
COc1ccc(CN(C)C[C@@H]2OCCCC[C@H](C)Oc3ccc(NS(C)(=O)=O)cc3C(=O)N([C@@H](C)CO)C[C@@H]2C)cc1 | 0
Cc1ccc(S(=O)(=O)N(C)C[C@H]2Oc3cc(C#Cc4ccncc4)ccc3S(=O)(=O)N([C@H](C)CO)C[C@H]2C)cc1 | 0
CC(C)C#Cc1cnc2c(c1)C(=O)N([C@H](C)CO)C[C@H](C)[C@H](CN(C)C(=O)Nc1cc(F)ccc1F)O2 | -1
C[C@H]1CN([C@@H](C)CO)C(=O)c2cccc(NS(=O)(=O)c3ccc(F)cc3)c2O[C@@H]1CN(C)Cc1ccc(C(=O)Nc2ccccc2N)cc1 | 1
C[C@H]1CN([C@@H](C)CO)C(=O)Cc2cc(NS(=O)(=O)c3cccs3)ccc2O[C@H]1CN(C)Cc1ccncc1 | -2
COc1ccc(-c2cnc3c(c2)C(=O)N([C@H](C)CO)C[C@@H](C)[C@@H](CN(C)C(=O)C2CCC2)O3)cc1 | 1
Cc1noc(C)c1S(=O)(=O)Nc1ccc2c(c1)C(=O)N([C@H](C)CO)C[C@@H](C)[C@@H](CN(C)C(=O)Cc1ccccc1)OCCCC[C@@H](C)O2 | -1
COc1ccc(NC(=O)N(C)C[C@@H]2Oc3c(NC(=O)NC(C)C)cccc3C(=O)N([C@H](C)CO)C[C@@H]2C)cc1 | 4
O=C(NO)c1ccc(C(=O)N/N=C/c2ccc(-c3ccccc3)cc2)cc1 | 43
C[C@@H]1CN([C@@H](C)CO)C(=O)c2cc(NS(=O)(=O)c3cn(C)cn3)ccc2O[C@@H](C)CCCCO[C@H]1CN(C)C(=O)c1ccncc1 | -2
Cc1noc(C)c1S(=O)(=O)Nc1ccc2c(c1)C(=O)N([C@@H](C)CO)C[C@@H](C)[C@@H](CN(C)C(=O)CCCN(C)C)OCCCC[C@H](C)O2 | -2
COc1c(OC)c(O)c2c(=O)c(O)c(-c3ccccc3)oc2c1OC | 1
CC(C)NC(=O)N(C)C[C@H]1Oc2ccc(N(C)C)cc2C(=O)N([C@@H](C)CO)C[C@@H]1C | -3
Cc1ccc(S(=O)(=O)N(C)C[C@@H]2Oc3ccc(N(C)C)cc3CC(=O)N([C@@H](C)CO)C[C@@H]2C)cc1 | 4
C[C@H](NC(=O)C[C@@H]1CC[C@H](NC(=O)CN2CCOCC2)[C@@H](CO)O1)c1ccccc1 | -1
C[C@H](CO)N1C[C@H](C)[C@H](CN(C)S(=O)(=O)c2cccs2)Oc2ccc(NC(=O)C3CC3)cc2CC1=O | 0
COc1ccc(CN(C)C[C@H]2Oc3ccc(NC(=O)Cn4cnnn4)cc3C(=O)N([C@H](C)CO)C[C@@H]2C)cc1 | 4
COc1ccc(S(=O)(=O)N(C)C[C@H]2OCCCC[C@H](C)Oc3ccc(NC(=O)Nc4cccc5ccccc45)cc3C(=O)N([C@H](C)CO)C[C@@H]2C)cc1 | 0
CC1O[C@@H](Oc2c(-c3ccc(O)c(O)c3)oc3cc(O)cc(O)c3c2=O)[C@H](O)[C@H](O)[C@H]1O (some centres not stated) | 4
COC1C(O)C(CO)OC1n1cnc2c(NC3CCCCC3)ncnc21 (configuration not stated) | 1
Additional entries follow.
SMILES | NSD2 inh
CC(=O)N(C)C[C@@H]1Oc2ncc(/C=C/c3ccccc3)cc2C(=O)N([C@@H](C)CO)C[C@H]1C | 1
C[C@@H]1CN([C@H](C)CO)S(=O)(=O)c2ccc(-c3ccccc3F)cc2O[C@@H]1CN(C)Cc1ccncc1 | -2
C[C@H]1CN([C@@H](C)CO)S(=O)(=O)c2ccc(-c3cncnc3)cc2O[C@H]1CN(C)C(=O)Cc1ccccc1 | -57
C[C@H]1CN([C@@H](C)CO)C(=O)c2cc(/C=C/c3ccccc3)cnc2O[C@@H]1CN(C)C(=O)C1CC1 | 3
Cc1ccccc1-c1cnc2c(c1)C(=O)N([C@@H](C)CO)C[C@H](C)[C@@H](CN(C)C(=O)c1ccc(F)cc1)O2 | -4
Cc1ccc(S(=O)(=O)N[C@@H]2CC[C@H](CC(=O)NCCc3ccncc3)O[C@H]2CO)cc1 | -5
C[C@H](CO)N1C[C@H](C)[C@@H](CN(C)C(=O)Nc2ccc3c(c2)OCO3)Oc2ccc(NC(=O)Nc3ccccc3)cc2CC1=O | -6
Cc1noc(C)c1S(=O)(=O)Nc1ccc2c(c1)C(=O)N([C@@H](C)CO)C[C@H](C)[C@@H](CN(C)C(=O)Nc1cccc3ccccc13)OCCCC[C@H](C)O2 | 0
C[C@H]1CN([C@@H](C)CO)C(=O)c2cc(NC(=O)Nc3ccc4c(c3)OCO4)ccc2O[C@@H]1CN(C)Cc1ccc2c(c1)OCO2 | -7
C[C@@H]1CN([C@@H](C)CO)C(=O)c2cc(NC(=O)Nc3ccccc3)ccc2O[C@@H](C)CCCCO[C@@H]1CN(C)S(=O)(=O)c1ccc(Cl)cc1 | -1
C[C@@H]1CN([C@H](C)CO)C(=O)c2cc(C#CCN(C)C)cnc2O[C@H]1CN(C)C(=O)Cc1ccccc1 | -2
C[C@H](CO)N1C[C@H](C)[C@H](CN(C)C(=O)NC2CCCC2)Oc2cc(-c3cncnc3)ccc2S1(=O)=O | 2
CCC(C)C(O)C(C)(O)/C=C/C1=CC2=C(Cl)C(=O)C(C)(O)C(OC(C)=O)C2CO1 (configuration not stated) | -3
CCN(CC)c1ccc(/C=N/NC(=O)c2ccccn2)c(O)c1 | -4
Cc1noc(C)c1S(=O)(=O)N(C)C[C@@H]1Oc2ccc(NC(=O)C3CCCCC3)cc2CC(=O)N([C@H](C)CO)C[C@H]1C | 5
C[C@H]1CCCCO[C@@H](CN(C)Cc2ccc3c(c2)OCO3)[C@@H](C)CN([C@@H](C)CO)C(=O)c2cc(NC(=O)C3CCCCC3)ccc2O1 | 7
CCC1C/C(=C\c2sccc2C)C(=O)/C(=C/c2sccc2C)C1 (configuration not stated) | 2
COc1ccc(-c2cnc3c(c2)C(=O)N([C@@H](C)CO)C[C@@H](C)[C@@H](CN(C)C)O3)cc1 | 0
C[C@@H]1CN([C@@H](C)CO)S(=O)(=O)c2ccc(C3=CCCC3)cc2O[C@@H]1CN(C)C(=O)c1cccnc1 | -5
Cc1ccc(S(=O)(=O)N(C)C[C@H]2Oc3c(NC(=O)C4CCCCC4)cccc3C(=O)N([C@@H](C)CO)C[C@H]2C)cc1 | 8
O=C1N(Cc2ccccc2)Cc2ccccc2[C@H]2OC(c3ccc(OCCCO)cc3)=N[C@@]12CCS(=O)(=O)c1ccccc1 | -1
COc1ccc(NC(=O)N(C)C[C@@H]2Oc3c(NC(=O)C4CCCCC4)cccc3C(=O)N([C@@H](C)CO)C[C@@H]2C)cc1 | -2
O=C(C[C@H]1CC[C@@H](NC(=O)c2cnccn2)[C@H](CO)O1)NCc1ccccc1F | -4
CN(CCO)S(=O)(=O)c1cccc(C(=O)O)c1 | -3
C[C@@H]1CN([C@@H](C)CO)C(=O)Cc2cc(NC(=O)Cn3cnnn3)ccc2O[C@H]1CN(C)Cc1ccc2c(c1)OCO2 | -4

12 structures out of the list, ordered by molar mass, low to high:
SMILES | NSD2 inh
CN(CCO)S(=O)(=O)c1cccc(C(=O)O)c1 | -3
CCC1C/C(=C\c2sccc2C)C(=O)/C(=C/c2sccc2C)C1 (configuration not stated) | 2
COc1ccc(-c2cnc3c(c2)C(=O)N([C@@H](C)CO)C[C@@H](C)[C@@H](CN(C)C)O3)cc1 | 0
CC(=O)N(C)C[C@@H]1Oc2ncc(/C=C/c3ccccc3)cc2C(=O)N([C@@H](C)CO)C[C@H]1C | 1
Cc1ccc(S(=O)(=O)N(C)C[C@@H]2Oc3ccc(N(C)C)cc3CC(=O)N([C@@H](C)CO)C[C@@H]2C)cc1 | 4
CC(C)NC(=O)Nc1ccc2c(c1)CC(=O)N([C@@H](C)CO)C[C@H](C)[C@@H](CN(C)Cc1ccc(C(=O)O)cc1)O2 | 2
Cc1noc(C)c1S(=O)(=O)N(C)C[C@@H]1Oc2ccc(NC(=O)C3CCCCC3)cc2CC(=O)N([C@H](C)CO)C[C@H]1C | 5
C[C@H]1CN([C@@H](C)CO)C(=O)c2cc(NC(=O)Nc3ccc4c(c3)OCO4)ccc2O[C@@H]1CN(C)Cc1ccc2c(c1)OCO2 | -7
COc1ccc(CN(C)C[C@@H]2OCCCC[C@H](C)Oc3ccc(NS(C)(=O)=O)cc3C(=O)N([C@@H](C)CO)C[C@@H]2C)cc1 | 0
Cc1noc(C)c1S(=O)(=O)Nc1ccc2c(c1)C(=O)N([C@H](C)CO)C[C@@H](C)[C@@H](CN(C)C(=O)Cc1ccccc1)OCCCC[C@@H](C)O2 | -1
C[C@H]1CN([C@@H](C)CO)C(=O)c2cccc(NS(=O)(=O)c3ccc(F)cc3)c2O[C@@H]1CN(C)Cc1ccc(C(=O)Nc2ccccc2N)cc1 | 1
COc1ccc(S(=O)(=O)N(C)C[C@H]2OCCCC[C@H](C)Oc3ccc(NC(=O)Nc4cccc5ccccc45)cc3C(=O)N([C@H](C)CO)C[C@@H]2C)cc1 | 0

Later entries.
SMILES | NSD2 inh
C[C@@H]1CCCCO[C@@H](CN(C)S(=O)(=O)c2ccc(Cl)cc2)[C@H](C)CN([C@@H](C)CO)C(=O)c2cc(NS(=O)(=O)c3cccs3)ccc2O1 | -2
COc1cc2nc(N(C)CCCNC(=O)C3CCCO3)nc(N)c2cc1OC (configuration not stated) | -3
C[C@H]1CN([C@@H](C)CO)C(=O)c2cc(NS(=O)(=O)c3cccs3)ccc2O[C@@H]1CN(C)S(=O)(=O)c1ccc(F)cc1 | 1
C[C@@H]1CN([C@H](C)CO)C(=O)CCCn2cc(nn2)CO[C@H]1CN(C)C(=O)Nc1ccc(N2CCN(C)CC2)cc1 | 9
Cc1ccc(S(=O)(=O)N(C)C[C@H]2Oc3ccc(NC(=O)Cn4cnnn4)cc3C(=O)N([C@@H](C)CO)C[C@@H]2C)cc1 | 2
O=C(O)C[C@H]1C[C@H]2c3cc(NC(=O)C4CCC4)ccc3O[C@H]2[C@H](CO)O1 | 9
C[C@H]1CN([C@@H](C)CO)C(=O)c2cc(Br)cnc2O[C@@H]1CN(C)Cc1ccccc1 | 4
C[C@@H]1CN([C@H](C)CO)S(=O)(=O)c2ccc(C3=CCCCC3)cc2O[C@@H]1CN(C)C(=O)C1CCC1 | -2
Cc1ccc(S(=O)(=O)Nc2cccc3c2O[C@H](CN(C)Cc2ccc(-c4ccccc4)cc2)[C@H](C)CN([C@H](C)CO)C3=O)cc1 | -2
CNC[C@H]1Oc2ccc(NC(=O)C3CCCCC3)cc2C(=O)N([C@@H](C)CO)C[C@H]1C | 1
O=C(/C=C/c1ccco1)C1(O)CCCCC1 | 45
COc1ccc(S(=O)(=O)Nc2ccc3c(c2)C(=O)N([C@@H](C)CO)C[C@@H](C)[C@H](CN(C)S(=O)(=O)c2cccs2)O3)cc1 | 1
C[C@@H]1CN([C@@H](C)CO)C(=O)c2cc(NS(=O)(=O)c3ccc(F)cc3)ccc2O[C@@H](C)CCCCO[C@@H]1CN(C)Cc1ccccc1 | 4
C[C@H](CO)N1C[C@H](C)[C@H](CN(C)CC2CCCCC2)Oc2ncc(-c3ccc(F)cc3)cc2C1=O | 5
C[C@H](CO)N1C[C@H](C)[C@@H](CN(C)C(=O)CN(C)C)Oc2cc(C#C[C@@H](C)O)ccc2S1(=O)=O | 2
COCC#Cc1ccc2c(c1)O[C@@H](CN(C)C(=O)c1ccccc1)[C@H](C)CN([C@@H](C)CO)S2(=O)=O | -3
C[C@@H]1CCCCO[C@@H](CN(C)Cc2ccncc2)[C@@H](C)CN([C@@H](C)CO)C(=O)c2cc(NC(=O)CCCN(C)C)ccc2O1 | 1
C[C@@H]1CN([C@@H](C)CO)C(=O)c2cc(-c3ccc(C#N)cc3)cnc2O[C@H]1CN(C)C(=O)Nc1ccccc1 | -4
COc1ccccc1NC(=O)N[C@H]1C=C[C@@H](CC(=O)N[C@H](C)c2ccccc2)O[C@H]1CO | 0
C[C@H]1CN([C@@H](C)CO)C(=O)Cc2cc(NS(=O)(=O)c3cn(C)cn3)ccc2O[C@H]1CN(C)Cc1ccc(Oc2ccccc2)cc1 | -1
CC(C)NC(=O)N(C)C[C@H]1OCCCC[C@H](C)Oc2ccc(NC(=O)Nc3ccc(C(F)(F)F)cc3)cc2C(=O)N([C@H](C)CO)C[C@H]1C | -2
Cc1ccc(S(=O)(=O)N(C)C[C@H]2Oc3ccc(NC(=O)CCN4CCOCC4)cc3CC(=O)N([C@@H](C)CO)C[C@@H]2C)cc1 | -2
CCCN(C)C[C@@H]1Oc2cc(/C=C/c3ccccc3)ccc2S(=O)(=O)N([C@H](C)CO)C[C@@H]1C | 8
Cc1noc(C)c1S(=O)(=O)N(C)C[C@H]1OCCCC[C@@H](C)Oc2ccc(NC(=O)CCCN(C)C)cc2C(=O)N([C@H](C)CO)C[C@@H]1C | 8
COc1ccc(NC(=O)Nc2ccc3c(c2)C(=O)N([C@H](C)CO)C[C@H](C)[C@H](CN(C)Cc2ccc(C(=O)Nc4ccccc4N)cc2)O3)cc1 | -1
Cc1noc(C)c1NC(=O)Nc1ccc2c(c1)C(=O)N([C@H](C)CO)C[C@@H](C)[C@H](CN(C)Cc1ccc(C(F)(F)F)cc1)OCCCC[C@@H](C)O2 | -6
O=C(C[C@H]1C=C[C@H](NC(=O)Nc2cccc(F)c2)[C@H](CO)O1)NCC1CCCCC1 | 0
CC(C)CC#Cc1ccc2c(c1)O[C@H](CN(C)C(=O)NC1CCCC1)[C@@H](C)CN([C@H](C)CO)S2(=O)=O | -7
CC(C)CC#Cc1cnc2c(c1)C(=O)N([C@@H](C)CO)C[C@H](C)[C@H](CN(C)Cc1cncnc1)O2 | 0
